# S100A4 MyoIIA: inhibitors of human S100A4 binding to myosin IIA peptide; P26447; S100A4/TAMRA-MyoIIA peptide fluorescence polarization; inhibition, % at 10.7 µM; hit rate 0.14% among 360,000; AID 652163;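 active means mean inhibition of at least 70% across replicates, with every replicate also reaching that level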
# Target sequence (P26447 whole entry, looked up): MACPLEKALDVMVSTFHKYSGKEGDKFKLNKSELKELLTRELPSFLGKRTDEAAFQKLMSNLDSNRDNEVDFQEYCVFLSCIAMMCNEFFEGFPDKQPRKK
#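 Material: human S100A4 monomer with TAMRA-labelled myosin IIA peptide; buffer or medium: HEPES pH 7.2 with CaCl2, KCl, NaCl, DTT, Triton; compound dosing: one concentration per compound; schedule: 5 min incubation before reading; benchmarks: neutral control DMSO, positive control TFP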
# C2C12 statin: protects C2C12 myotubes from simvastatin toxicity. ATP luminescence, 48 h; scaled: DMSO 0, geranylgeraniol control 100. AID 602340. hit rate 0.78% among 330,000. rescue of ATP level, % at 7.49 µM;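 active means mean ATP rescue above about 67%, or every replicate alone reaching that limit, limit read from the data, passing the limit was not always enough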;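 further: myotubes were challenged with 10 µM simvastatin during compound exposure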
# LGR2 antag: blocks bursicon-induced cAMP signaling via Drosophila LGR2; HEK293 LGR2, CRE-luciferase, bursicon-stimulated, 4 h; inhibition, % at 9.99 µM; hit rate 0.35% among 380,000;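 active means drop in luminescence signal, shown as inhibition above about 50% in the replicate tests, limit read from the data, passing the limit was not always enough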;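 further: agonist challenge used bursicon conditioned medium at about half maximal strength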
# CASP6 VEID inh: caspase-6 (human) enzyme inhibition. P55212. inhibition, % at 12.5 µM. hit rate 0.53% among 350,000. purified caspase-6, Z-VEID-R110 cleavage fluorescence;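 active means mean inhibition across replicates at least about 35%, with every replicate also reaching that limit, limit read from the data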;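 further: 0% = median of neutral control wells and 100% = no fluorescence left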
# Target sequence (P55212 24-179 limits assumed): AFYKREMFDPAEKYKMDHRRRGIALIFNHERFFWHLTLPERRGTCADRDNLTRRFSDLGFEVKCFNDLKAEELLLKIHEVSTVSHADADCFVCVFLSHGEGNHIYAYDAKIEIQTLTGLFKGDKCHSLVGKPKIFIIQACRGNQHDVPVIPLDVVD
# Target sequence (P55212 194-293 limits assumed): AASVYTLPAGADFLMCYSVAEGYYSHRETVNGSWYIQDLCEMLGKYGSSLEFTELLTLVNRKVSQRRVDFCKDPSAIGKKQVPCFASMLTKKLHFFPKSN
# FN deposition inh: fibronectin deposition inhibition; AH1F fibroblasts, Alexa488-fibronectin deposition fluorescence, overnight; inhibition, % at 12.6 µM; hit rate 0.086% among 350,000; AID 743247;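 active means mean inhibition across replicates of 30% or more, regardless of how many single replicates reach that level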;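 further: positive control wells lacked labelled fibronectin entirely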
#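 material = AH1F fibroblast monolayer depositing Alexa488-labelled fibronectin into matrix | amount = 10000 AH1F cells/well | buffer or medium = DMEM plus 2% serum, read in PBS | incubation = 1 h cell adhesion before compound, then overnight fibronectin incubation | detection = fluorescence at 485 nm excitation, 525 nm emission | evaluation = percent inhibition as loss of matrix-bound fibronectin fluorescence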
# SIRT5 inh: inhibitors of human sirtuin-5 desuccinylase; Purified SirT5, succinyl-peptide AMC, trypsin-coupled fluorescence; inhibition, % at 15 µM; hit rate 1.1% among 330,000; AID 652115; Q9NXA8; in the data active means inhibition above about 15%
# Target sequence (Q9NXA8 whole entry, looked up): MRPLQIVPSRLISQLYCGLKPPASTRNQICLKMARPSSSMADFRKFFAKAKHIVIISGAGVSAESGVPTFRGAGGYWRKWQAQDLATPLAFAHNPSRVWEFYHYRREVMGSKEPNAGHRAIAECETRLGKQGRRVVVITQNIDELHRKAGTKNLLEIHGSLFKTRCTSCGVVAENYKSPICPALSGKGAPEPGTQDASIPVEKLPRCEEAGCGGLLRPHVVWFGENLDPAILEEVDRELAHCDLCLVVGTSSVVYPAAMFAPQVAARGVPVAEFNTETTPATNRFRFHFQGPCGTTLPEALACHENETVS
# esBAF inh: SWI/SNF esBAF complex inhibition | mouse ES cells, Bmi1-luciferase knock-in reporter, 24 h; 100% = twice the neutral-well signal | reporter increase, % at 12.5 µM | hit rate 2% among 350,000; in the data active means activation above about 40%;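 further: 0% = median of the plate's neutral control wells and 100% = double that signal; a rise in the Bmi1 reporter signal indicates esBAF inhibition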
# * = called active by the depositor; x = not tested or not shown; & = joins results of further samples. The list is partial; the hit share may differ from the screen's.
# Keys – A = S100A4 MyoIIA; B = C2C12 statin; C = LGR2 antag; D = CASP6 VEID inh; E = FN deposition inh; F = SIRT5 inh; G = esBAF inh
> COC(=O)C1=C(C)N(Cc2ccc(C(F)(F)F)cc2)C(=NCc2ccc(OC)cc2)NC1c1cccc(Cl)c1 (configuration not stated)
  A: 1; B: x; C: x; D: 20; E: 7; F: x; G: x
> CC(C)(CO)CNC(=O)c1ccc(OC2CCN(C(=O)C3CC3)CC2)cc1
  A: 2; B: 6; C: -16; D: -1; E: x; F: -2; G: -5
> CCOC(=O)/C(C#N)=C1\C(=O)N(Cc2ccccc2)c2ccccc21
  A: -10; B: 0; C: x; D: 3; E: 8; F: 0; G: -7
> Cn1c(C2=C(O)CN(Cc3ccccc3)C2=N)nc2ccccc21
  A: -2; B: x; C: -26; D: -2; E: -3; F: 11; G: x
> COc1ccc(N(CC(=O)N2CCN(c3cccc(Cl)c3)CC2)S(=O)(=O)c2c(C)noc2C)cc1
  A: -1; B: -12; C: -3; D: 0; E: 7; F: -1; G: -1
> COC(=O)c1ccc(CNC(=O)c2ccc(OCC(=O)N3CCOCC3)c(OC)c2)cc1
  A: -5; B: -6; C: -1; D: -4; E: 10; F: -1; G: -3
> C[C@@H]1CN([C@@H](C)CO)C(=O)c2cc(NC(=O)Nc3ccc(F)cc3)ccc2O[C@@H]1CN(C)Cc1ccc(Cl)c(Cl)c1
  A: 4; B: -74; C: -19; D: -1; E: -1; F: 12; G: 4
> COC(=O)c1ccc(CSc2nccn2C)cc1
  A: x; B: 2; C: x; D: x; E: 5; F: x; G: 24
> Cc1cc(C)c(CN2CCN(C(=O)Cn3ccc(N)nc3=O)CC2)c(C)c1
  A: 1; B: 4; C: -2; D: 1; E: 5; F: x; G: 5
> CC(=O)N/C(=C\c1ccccc1)C(=O)OCc1cccc(S(=O)(=O)N(C)C)c1
  A: -6; B: 3; C: -1; D: -3; E: 2; F: -7; G: -7
> COc1cc2nc(COc3ccccc3[N+](=O)[O-])oc(=O)c2cc1OC
  A: 16; B: x; C: -1; D: 3; E: 6; F: -3; G: x
> O=C(NCc1n[nH]c(=S)n1Cc1ccccc1)c1ccc(Cl)cc1Cl
  A: -10; B: x; C: -18; D: -7; E: -7; F: -1; G: x
> CCOc1cc(-c2nccc3cc(OC)c(OC)cc23)cc(OCC)c1OCC
  A: 1; B: -3; C: -12; D: 2; E: 9; F: -7; G: 3
> CC(C)NC(=O)C1(N2C(=O)c3ccccc3C2=O)CCCC1
  A: 1; B: 0; C: 23; D: 1; E: 7; F: 0; G: 2
> C[C@H]1CN([C@@H](C)CO)C(=O)Cc2cc(NC(=O)Cc3cn(C)c4ccccc34)ccc2O[C@@H]1CN(C)Cc1ccc(C(=O)O)cc1
  A: 5; B: -15; C: -2; D: 0; E: x; F: -7; G: 4
> CCc1nnc(NC(=O)CSCc2cc(=O)n3cc(C)sc3n2)s1
  A: -1; B: 15; C: 4; D: -3; E: -3; F: 2; G: -2
> CCOc1ccc(N(CC(=O)N2CCCCC2)S(=O)(=O)c2ccc(Cl)cc2)cc1
  A: -10; B: 2; C: -9; D: 3; E: 10; F: -2; G: -6
> Cc1ccc(C(=O)CCC(=O)OCC(=O)Nc2ccccc2SCC#N)cc1
  A: -7; B: 14; C: 1; D: -2; E: -11; F: -2; G: 11
> CCC(=O)N1[C@H](CO)[C@@H]2c3ccccc3N(C(=O)NC(C)C)C[C@@H]21
  A: 1; B: -3; C: 9; D: 2; E: x; F: -5; G: -1
> COc1ccc(S(=O)(=O)NC2CCN(Cc3ccccc3)CC2)cc1NC(C)=O
  A: -8; B: -5; C: 9; D: -18; E: 3; F: 0; G: -7
> Cc1ccccc1-c1cccc2[nH]c3c(c12)CCN1C(=O)[C@H]2[C@H](C)ON(C)[C@H]2C[C@@H]31
  A: -16; B: x; C: -8; D: 1; E: -5; F: 1; G: x
> NC1=NS(=O)(=O)NC1c1cccc(F)c1 (configuration not stated)
  A: -3; B: x; C: x; D: -2; E: 9; F: -1; G: x
> CS(=O)(=O)N(CC(=O)N1CCN(c2ccccc2)CC1)c1cc(C(F)(F)F)ccc1Cl
  A: 0; B: 1; C: x; D: 1; E: x; F: 1; G: -9
> CNC(=O)C[C@@H]1CC[C@@H]2[C@H](COc3ccc(NC(=O)c4ccc(C(F)(F)F)cc4)cc3C(=O)N2C)O1
  A: x; B: -3; C: 8; D: x; E: -11; F: x; G: 2
> CC(=O)NCc1ccc(C(=O)CN2C(=O)NC3(CCCCC3C)C2=O)s1 (configuration not stated)
  A: 1; B: x; C: 10; D: 5; E: 4; F: 15*; G: x

# Following part.
# Keys – A = S100A4 MyoIIA; B = C2C12 statin; C = LGR2 antag; D = CASP6 VEID inh; E = FN deposition inh; F = SIRT5 inh; G = esBAF inh
> CC1CCCN(CCS(=O)(=O)c2ccccc2)C1 (configuration not stated)
  A: -11; B: -5; C: 1; D: -5; E: -3; F: 0; G: -6
> C/C=C/c1ccc([C@@H]2[C@@H](CO)N(C(C)=O)[C@@H]2CN(C)C(=O)CN(C)C)cc1
  A: x; B: 10; C: 1; D: x; E: -5; F: x; G: -2
> COC(=O)CN(Cc1ccco1)S(=O)(=O)c1ccccc1
  A: x; B: -9; C: x; D: x; E: 13; F: x; G: -4
> Cc1nnc(C)n1/N=C/C=C/c1ccccc1
  A: x; B: 6; C: 6; D: x; E: x; F: x; G: -2
> COc1ccccc1NC(=O)C(C)OC(=O)C1CCC(C(C)(C)C)CC1 (configuration not stated)
  A: -1; B: x; C: -6; D: 1; E: 6; F: -4; G: x
> COc1cc(S(=O)(=O)N2CCN=C2c2ccccc2)c(OC)cc1Cl
  A: -1; B: 3; C: -2; D: 0; E: 2; F: -4; G: 1
> Cc1ccc(C(=O)Oc2coc(CSc3nnc(NC(=O)C4CC4)s3)cc2=O)cc1
  A: -3; B: x; C: -4; D: 6; E: -1; F: 3; G: x
> CCOc1ccccc1N(CC(=O)OC)S(=O)(=O)c1ccccc1
  A: x; B: 3; C: x; D: x; E: -6; F: x; G: 8
> COc1cccc(-c2cc(C(=O)NCC3CCCO3)c3cc(C)cc(C)c3n2)c1 (configuration not stated)
  A: -8; B: x; C: -17; D: -1; E: 12; F: -5; G: x
> C=CCNC(=O)c1ccc(CNS(=O)(=O)c2ccc(NC(C)=O)cc2)cc1
  A: -2; B: -5; C: -7; D: -4; E: x; F: 1; G: -3
> O=C(c1cnccn1)N1C[C@H]2[C@@H](c3ccccc31)[C@H](CO)N2C(=O)CC1CC1
  A: 5; B: -14; C: -10; D: -1; E: x; F: 5; G: -3
> CSc1ccc(Cl)c(C(=O)OCC(=O)NCC(C)C)c1
  A: x; B: -1; C: x; D: x; E: 9; F: x; G: 1
> C[C@H](NC(=O)C[C@H]1C[C@@H]2c3cc(NC(=O)NC4CCCCC4)ccc3O[C@@H]2[C@@H](CO)O1)c1ccccc1
  A: -8; B: -1; C: 7; D: 1; E: x; F: 0; G: 3
> Clc1ccc(SCCOCCN2CCOCC2)cc1
  A: -5; B: 6; C: 0; D: -4; E: 0; F: -2; G: 2
> COc1cc(NC(=O)N2CCNC2=O)cc(C(=O)Nc2cccc(C(F)(F)F)c2)c1
  A: 7; B: -58; C: -5; D: 1; E: 4; F: -3; G: -4
> C[C@@H]1CN([C@H](C)CO)C(=O)c2cc(NS(=O)(=O)c3ccc(F)cc3)ccc2O[C@@H]1CN(C)Cc1ccccc1
  A: 10; B: 8; C: 1; D: 0; E: x; F: 4; G: 3
> CC1Cc2nc(SCC(=O)NCC3CCCO3)n(C)c(=O)c2S1 (configuration not stated)
  A: -2; B: 4; C: -5; D: 4; E: x; F: -1; G: -4
> COc1cc(/C=N/NC(=O)c2cc(C3CC3)[nH]n2)ccc1O
  A: -2; B: 5; C: -13; D: 1; E: 2; F: 2; G: 7
> O=C(CC(=O)Nc1ccccc1F)Nc1ccccc1F
  A: -1; B: 11; C: -3; D: -1; E: -1; F: -2; G: -9
> CC(=O)Nc1nc(C)c(-c2csc(Nc3ccccn3)n2)s1
  A: -7&15; B: x; C: -40&-46; D: -5; E: 9&13; F: -1&-2; G: x
> Cc1ccc(NC(=O)Cn2nc(C(F)(F)F)c3c2CCC3)cc1
  A: -3; B: 5; C: 17; D: 0; E: x; F: -4; G: 2
> Cc1cc(C(=O)Nc2cccc3c2O[C@@H](CN(C)CC2CC2)[C@H](C)CN([C@H](C)CO)C3=O)n(C)n1
  A: 5; B: 1; C: 1; D: 2; E: x; F: 1; G: -1
> COc1ccccc1C(CNC(=O)CNC(=O)c1cccc(Cl)c1)N1CCCC1 (configuration not stated)
  A: -23; B: 0; C: 5; D: -118; E: -3; F: -1; G: 3
> COc1cccc(Nc2nc(Nc3ccc(Cl)c(C(=O)O)c3)nc(C)c2[N+](=O)[O-])c1
  A: 0; B: -3; C: -18; D: 7; E: -2; F: 2; G: -2
> O=C(O)c1ccc2c(c1)N(Cc1cccc(F)c1)C(=O)CS2
  A: 1; B: x; C: x; D: 3; E: 0; F: 1; G: -11

# More compounds:
# Order of values – S100A4 MyoIIA | C2C12 statin | LGR2 antag | CASP6 VEID inh | FN deposition inh | SIRT5 inh | esBAF inh
COc1ccc(OC)c(N(CCN2C(=O)c3ccccc3C2=O)C(=O)CCl)c1
  12 | -71 | 14 | 2 | 11 | -2 | 18
CCOc1ccc(CCNC(=O)C2CCCN(S(=O)(=O)N3CCOCC3)C2)cc1OCC (configuration not stated)
  3 | -6 | 11 | 0 | 5 | x | -8
CNC(=O)/C(C#N)=C/c1c(F)cccc1Cl
  -4 | x | 1 | -3 | 6 | -5 | x
O=C(C[C@H]1CC[C@@H]2[C@H](COC[C@@H](O)CN2S(=O)(=O)c2cccc(F)c2)O1)Nc1ccccc1
  x | -11 | -10 | x | 1 | x | 0
COc1ccc(Cl)cc1C(=O)NNC(=O)C1CCCO1 (configuration not stated)
  0 | 7 | -4 | -6 | -1 | -1 | 3
CC1CCN(CCCn2c(SCC(=O)NC3CCCC3)nc3ccccc3c2=O)CC1
  -27 | 17 | -22 | -1 | 2 | -2 | 1
O=C(OCC(=O)N1CCOCC1)c1cncc(Br)c1
  -7 | 8 | -2 | -3 | 11 | 9 | -6

# In the list so far, these have fluorine:
# Order of values – S100A4 MyoIIA | C2C12 statin | LGR2 antag | CASP6 VEID inh | FN deposition inh | SIRT5 inh | esBAF inh
COC(=O)C1=C(C)N(Cc2ccc(C(F)(F)F)cc2)C(=NCc2ccc(OC)cc2)NC1c1cccc(Cl)c1 (configuration not stated)
  1 | x | x | 20 | 7 | x | x
C[C@@H]1CN([C@@H](C)CO)C(=O)c2cc(NC(=O)Nc3ccc(F)cc3)ccc2O[C@@H]1CN(C)Cc1ccc(Cl)c(Cl)c1
  4 | -74 | -19 | -1 | -1 | 12 | 4
NC1=NS(=O)(=O)NC1c1cccc(F)c1 (configuration not stated)
  -3 | x | x | -2 | 9 | -1 | x
CS(=O)(=O)N(CC(=O)N1CCN(c2ccccc2)CC1)c1cc(C(F)(F)F)ccc1Cl
  0 | 1 | x | 1 | x | 1 | -9
CNC(=O)C[C@@H]1CC[C@@H]2[C@H](COc3ccc(NC(=O)c4ccc(C(F)(F)F)cc4)cc3C(=O)N2C)O1
  x | -3 | 8 | x | -11 | x | 2
COc1cc(NC(=O)N2CCNC2=O)cc(C(=O)Nc2cccc(C(F)(F)F)c2)c1
  7 | -58 | -5 | 1 | 4 | -3 | -4
C[C@@H]1CN([C@H](C)CO)C(=O)c2cc(NS(=O)(=O)c3ccc(F)cc3)ccc2O[C@@H]1CN(C)Cc1ccccc1
  10 | 8 | 1 | 0 | x | 4 | 3
O=C(CC(=O)Nc1ccccc1F)Nc1ccccc1F
  -1 | 11 | -3 | -1 | -1 | -2 | -9
Cc1ccc(NC(=O)Cn2nc(C(F)(F)F)c3c2CCC3)cc1
  -3 | 5 | 17 | 0 | x | -4 | 2
O=C(O)c1ccc2c(c1)N(Cc1cccc(F)c1)C(=O)CS2
  1 | x | x | 3 | 0 | 1 | -11
CNC(=O)/C(C#N)=C/c1c(F)cccc1Cl
  -4 | x | 1 | -3 | 6 | -5 | x
O=C(C[C@H]1CC[C@@H]2[C@H](COC[C@@H](O)CN2S(=O)(=O)c2cccc(F)c2)O1)Nc1ccccc1
  x | -11 | -10 | x | 1 | x | 0

# Screening data (PubChem)
